Bioassay records (PubChem BioAssay)
LDHA inh – qHTS assay for inhibitors of human lactate dehydrogenase; purified LDHA, NADH/diaphorase-resazurin fluorescence; stronger effect = lower value; activity change, % (values are at about 110 or 230 µM); 480,000 compounds, 0.15% hits; AID 1347041, 2019; in the data active = activity change below about -30%;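 note: plate controls were DMSO wells for no effect and wells without enzyme for full effect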
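Human LDH5 at 2 nM final in Tris HCl pH 7.4 with 0.06 mM NADH and 0.2 mM pyruvate, reacted 5 minutes at room temperature. Remaining NADH coupled via diaphorase/resazurin; resorufin fluorescence read at 0 and 20 minutes, normalized to enzyme-free and DMSO wells.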
* hit, by the source's call. The list is partial; count on the stated rates, not on these rows.

For COc1ccc(OC)c(NC(=O)c2nc3ccccc3nc2N2CCCCC2)c1 the results were LDHA inh 0.6.
For Cc1cc2c(nc1C)oc1c(=O)n(CC(=O)N3CCOCC3)cnc12 the results were LDHA inh 7.2.
`Cc1ccc(S(=O)(=O)N2CCN(Cc3cccc4cccnc34)CC2)cc1` gave LDHA inh -3.1.
`CC(=O)CC(C)(C)S(=O)(=O)c1ccc(Cc2ccc(S(=O)(=O)C(C)(C)CC(C)=O)cc2)cc1` gave LDHA inh -0.8.
Screening O=C(COc1ccc(Cl)cc1)OCCCC(=O)c1ccc(F)cc1 returned LDHA inh 2.0.
Screening CCOC(=O)N1CCN(C(C(=O)NC2CCCC2)c2ccco2)CC1 (stereo not drawn) returned LDHA inh 3.8.
Screening Cn1c(=O)c2c(nc(N3CCCCCC3)n2CCCc2ccccc2)n(C)c1=O returned LDHA inh -8.5.
Screening COC(=O)CN1CCCC1c1cccs1 (stereo not drawn) returned LDHA inh -0.2.
For O=C1CC2(C(=O)Nc3c(Cl)cccc32)c2sc(C(=O)O)c(-c3ccccc3)c2N1 (stereo not drawn) the results were LDHA inh -2.4.
For CN(C(=O)C1CCN(c2oc(-c3ccco3)nc2C#N)CC1)c1ccccc1 the results were LDHA inh 10.4.
`CC(=O)N1CCC(C(=O)Nc2nc(-c3ccc(Br)s3)cs2)CC1` gave LDHA inh 13.3.
For CCCCn1nc(C(=O)Nc2cc(Cl)ccc2C)c2ccccc2c1=O the results were LDHA inh -0.1.
`CCOC(=O)C1=CN(Cc2ccc(F)cc2)C=C(C(=O)OCC)C1c1ccc(O)cc1` gave LDHA inh -0.7.
`COc1ccc(C(=O)Nc2nnc(-c3ccccc3Br)s2)cc1OC` gave LDHA inh 0.4.
For COC(CNC(=O)C=C(C)C)c1ccccc1 (stereo not drawn) the results were LDHA inh -1.1.
O=C(Nc1ccc(CC(=O)N2CCOCC2)cc1)c1cc(Cl)ccc1Cl was read as LDHA inh 2.3.
`CCOC(=O)/C(C(N)=O)=C(\OC)C(=O)CC(=O)c1ccc(C)cc1` gave LDHA inh 7.0.
`C=CCn1c(NCCCOC)nc2c1c(=O)n(C)c(=O)n2C` gave LDHA inh 16.1.
`COc1ccc(NC(C)=O)cc1NC(=O)Cc1ccc(OC)c(OC)c1` gave LDHA inh 4.7.
`O=C(CCl)Nc1ccc2c(c1)CCC2` gave LDHA inh -2.0.

A portion from the list above, as a working copy:
O=C(Nc1ccc(CC(=O)N2CCOCC2)cc1)c1cc(Cl)ccc1Cl was read as LDHA inh 2.3.
`CCOC(=O)/C(C(N)=O)=C(\OC)C(=O)CC(=O)c1ccc(C)cc1` gave LDHA inh 7.0.
`C=CCn1c(NCCCOC)nc2c1c(=O)n(C)c(=O)n2C` gave LDHA inh 16.1.
`COc1ccc(NC(C)=O)cc1NC(=O)Cc1ccc(OC)c(OC)c1` gave LDHA inh 4.7.
`O=C(CCl)Nc1ccc2c(c1)CCC2` gave LDHA inh -2.0.

Quoted at random: 5 entries already listed.
Screening O=C(COc1ccc(Cl)cc1)OCCCC(=O)c1ccc(F)cc1 returned LDHA inh 2.0.
`COc1ccc(C(=O)Nc2nnc(-c3ccccc3Br)s2)cc1OC` gave LDHA inh 0.4.
`CC(=O)CC(C)(C)S(=O)(=O)c1ccc(Cc2ccc(S(=O)(=O)C(C)(C)CC(C)=O)cc2)cc1` gave LDHA inh -0.8.
`CCOC(=O)/C(C(N)=O)=C(\OC)C(=O)CC(=O)c1ccc(C)cc1` gave LDHA inh 7.0.
For CCCCn1nc(C(=O)Nc2cc(Cl)ccc2C)c2ccccc2c1=O the results were LDHA inh -0.1.

The list goes on.
Screening COc1ccc(N2C(=O)c3ccccc3NC2c2cnn(-c3ccccc3)n2)cc1 (stereo not drawn) returned LDHA inh -0.2.
For CCCCCCCC1(C)NC(=O)N(Cc2coc(-c3ccccc3)n2)C1=O (stereo not drawn) the results were LDHA inh 9.3.
Screening CCOC(=O)C1CCN(C(=O)CCC(=O)NCCC2=CCCCC2)CC1 returned LDHA inh 4.8.
O=C(Nc1cccc(F)c1)c1ccc2c(c1)CCC2 was read as LDHA inh -0.7.
Screening CCC(C)C(NC(=O)C(C)NC(=O)CNC(=O)OCc1ccccc1)C(N)=O (stereo not drawn) returned LDHA inh 1.5.
For Cc1sc(NC(=O)c2ccco2)nc1-c1ccc2c(c1)N(C)C(=O)CO2 the results were LDHA inh 3.3.
`Cc1cccc(-c2nnc(SCC(=O)Nc3ccc4ccccc4c3)n2N)c1` gave LDHA inh 0.7.
Screening CC(C)(C)C(=O)NCCCNC(=O)C(C)(C)C returned LDHA inh -4.6.
Screening CCCc1cc(=O)oc2cc(OC(C)C(=O)NCc3cccnc3)c(Cl)cc12 (stereo not drawn) returned LDHA inh -0.6.
Screening CC(C)(C)c1ccc(C(=O)Nc2ccc(Cl)cc2F)cc1 returned LDHA inh 9.9.
`Cc1cccc(C)c1NS(=O)(=O)c1cccc(C(F)(F)F)c1` gave LDHA inh 6.9.
For Cc1oc(-c2ccccc2)nc1C(=O)Nc1ccc(F)cc1 the results were LDHA inh 28.2.
For CCCCCCCCCCOC(=O)C[N+](C)(C)Cc1ccccc1 the results were LDHA inh 9.3.
For C=CCNC(=S)N/N=C/c1cccnc1 the results were LDHA inh 6.1.
For Cc1c(C)n(CC(O)CSc2ccccc2)c2ccccc12 (stereo not drawn) the results were LDHA inh -0.1.
Screening Nc1n[nH]c(CC(=O)N(Cc2ccccc2)C2(C(=O)Nc3ccccc3)CCCCC2)n1 returned LDHA inh 9.3.
`CCCn1c(-n2nc(C)c(C)c2C)nc2c1c(=O)n(CCN1CCCCC1)c(=O)n2C` gave LDHA inh 2.0.
CN1CCN(S(=O)(=O)c2cc3cc(Br)ccc3oc2=O)CC1 was read as LDHA inh 5.9.
O=C(COC(=O)c1cc2ccccc2cc1O)Nc1ccc(Cl)cc1C(F)(F)F was read as LDHA inh 3.2.
For NC(N)=Nc1ccc(F)cc1 the results were LDHA inh 0.9.
O=C(CCC(=O)c1cccs1)Nc1ccc(N2CCOCC2)cn1 was read as LDHA inh 11.2.
For CC1(C(=O)NCc2ccccc2)CSCC(=O)N1C1CC1 (stereo not drawn) the results were LDHA inh -3.1.
Screening COC(=O)CCCNC(=O)C12CC3CC(CC(C3)C1)C2 returned LDHA inh 7.6.
For CCOC(=O)C1=C(C)Nc2nc(SCc3ccccc3Cl)nn2C1c1cccs1 (stereo not drawn) the results were LDHA inh -17.4.
Screening CCOc1ccc(NC(=O)CSc2nc3ccccc3c(=O)n2CC2CCCO2)cc1 (stereo not drawn) returned LDHA inh -5.3.
For COCCn1c(=O)c2c(nc(-n3nc(C)c(C)c3C)n2Cc2ccccc2)n(C)c1=O the results were LDHA inh -5.2.
`C#CCCN1CCN(C(=O)C2CCN(C(=O)/C=C/c3ccccc3)CC2)CC1` gave LDHA inh -1.0.
Screening Cc1cc(C(=O)COC(=O)c2ccc(CO)cc2)c(C)s1 returned LDHA inh -2.9.
`CC(=O)NCC(=O)N(c1ccc(C)cc1)C1(C(=O)Nc2ccccc2C)CCCCC1` gave LDHA inh 1.0.
`CC(C)NC(=O)C(C)Sc1nc(C2CC2)nc2ccccc12` (stereo not drawn) gave LDHA inh 2.3.
CCCCCC(=O)N/N=C/c1cccnc1 was read as LDHA inh -1.1.
For CN(CC(=O)Nc1ccccc1Br)Cc1ccccc1N1CCCCC1 the results were LDHA inh -12.4.
For COCc1cccc(C(=O)NCC(O)c2ccccc2C(F)(F)F)c1 (stereo not drawn) the results were LDHA inh 11.3.
`Cc1ccc(C2CC(=O)N(CCCCCC(=O)O)C(=O)C2)cc1` gave LDHA inh 0.2.
CCC(Sc1nncn1CCOC)C(=O)c1ccc(OC)cc1 (stereo not drawn) was read as LDHA inh -4.6.
COc1ccc(CN[C@H]2CS(=O)(=O)C[C@@H]2S(=O)(=O)c2ccc(F)cc2)cc1OC was read as LDHA inh -8.8.
For CN(C(=O)COC(=O)c1ccc(F)cc1)c1ccccc1 the results were LDHA inh 5.2.
For O=C(Nc1ccccc1-c1ccccc1)c1ccccc1C(F)(F)F the results were LDHA inh 9.7.
For CC(=O)NC(C(=O)NC(C)c1cccc(Cl)c1)C(C)C (stereo not drawn) the results were LDHA inh -2.2.
`CC(C)OCc1cccc(CNC(=O)CNC(=O)C2CCCC2)c1` gave LDHA inh -0.9.
Screening C=C[C@@H](c1ccccc1)[C@](C)(O)C(=O)O returned LDHA inh -4.6.
Cc1cc(-c2noc(COc3ccccc3)n2)c2ccccc2n1 was read as LDHA inh -2.8.
O=[N+]([O-])c1cccc2nc(/C=C/c3ccccc3OC(F)F)ccc12 was read as LDHA inh 5.6.
For COc1ccc(Cc2nnc(SCC(=O)Nc3ccc(Br)c(C)c3)n2C)cc1 the results were LDHA inh -23.2.
Screening O=[N+]([O-])c1ccccc1/C=N/OCc1ccc(Br)cc1 returned LDHA inh -1.9.
`COc1cccc(C(=O)Nc2sc3c(c2C(N)=O)CCCC3)c1OC(F)F` gave LDHA inh 1.2.
Cc1ccccc1NC(=O)c1cccc2c(=O)c(C)c(-c3ccccc3)oc12 was read as LDHA inh -3.1.
Screening Cc1cccc(C)c1NC(=O)C1(C)CN(S(C)(=O)=O)CC(=O)N1Cc1cccc(F)c1 (stereo not drawn) returned LDHA inh -5.7.
c1cc(-c2noc(CSc3nnnn3C3CC3)n2)cs1 was read as LDHA inh 17.5.
For CC(C(=O)NCc1cccs1)N1CCC(O)CC1 (stereo not drawn) the results were LDHA inh -1.5.
Screening CC(C)CCNc1sc(S(C)(=O)=O)nc1S(=O)(=O)c1ccc(Cl)cc1 returned LDHA inh 2.0.
C=CCn1c(N2CCCCC2)nc2c1c(=O)[nH]c(=O)n2C was read as LDHA inh 1.6.
`CC(=O)c1ccc(NC(=O)NC(=O)c2ccc(Cl)cc2)cc1` gave LDHA inh 2.1.
Screening CCN1CC(CN(C)Cc2nc(Cc3ccccc3)no2)Oc2ccccc21 (stereo not drawn) returned LDHA inh 19.8.
Screening COc1cc(CN(CC2CCCO2)C(=O)COc2ccc(Br)cc2)cc(OC)c1OC (stereo not drawn) returned LDHA inh -0.3.
COc1ccc(NC(=O)n2ncc3cc(Cl)ccc32)c(OC)c1 was read as LDHA inh 15.7.
Screening CCN(CC)c1ccc(/C=N/NS(=O)(=O)c2ccc(Cl)cc2)cc1 returned LDHA inh 14.2.
CCC/C(=N\N=C(/CCC)c1ccccc1)c1ccccc1 was read as LDHA inh 6.7.
For Cc1ccc(-c2nc(C)c(C(=O)NC3C=CS(=O)(=O)C3)s2)cc1 (stereo not drawn) the results were LDHA inh -7.7.
`O=C(Nc1nc(-c2ccc(Br)s2)cs1)C1CCN(C(=O)C2CC2)CC1` gave LDHA inh -11.4.
For CN(C(=O)Cn1nc(Cc2cccnc2)c2ccccc2c1=O)c1ccccc1Cl the results were LDHA inh 2.0.
`CN(Cc1cccs1)C(=O)CC1CC2CCC1C2` (stereo not drawn) gave LDHA inh 1.0.
For CCCCn1c(SCC(N)=O)nc2c1c(=O)[nH]c(=O)n2C the results were LDHA inh -1.4.
For O=C(CNc1ccccc1C(=O)NCc1ccco1)NC(=O)NCc1ccccc1 the results were LDHA inh 1.8.
Screening CN1CCc2nc(NC(=O)CCn3c(=O)oc4ccccc43)sc2C1 returned LDHA inh 4.7.
For Cc1nsc(N)c1C#N the results were LDHA inh 3.2.
`COc1cc(/C=C/C(=O)OCC(=O)OC2CC(C)CCC2C(C)C)cc(OC)c1OC` (stereo not drawn) gave LDHA inh 0.5.
CCN1CCN(C(=O)NC(c2ccc(C)c(F)c2)C(Cl)(Cl)Cl)CC1 (stereo not drawn) was read as LDHA inh 4.2.
`C(#C[Si](C#CCN1CCCCC1)(c1ccccc1)C1CCCCC1)CN1CCCCC1` gave LDHA inh 8.8.
`CCc1nc2nc(C)c(Cc3ccc(Cl)cc3)c(=O)n2[nH]1` gave LDHA inh -0.2.
COc1cccc(Nc2n[nH]nc2C(=O)Nc2ccc(C)cc2Br)c1 was read as LDHA inh -12.6.
Cc1ncsc1C(=O)NCc1ccc(N2CCCCCC2)nc1 was read as LDHA inh -0.6.
Screening CCCCNC(=O)c1nc(-c2cnc(C)cn2)oc1-c1ccc(Cl)cc1 returned LDHA inh 2.4.
For CCCc1c(C)nc2ncnn2c1Nc1ccc(CC)cc1 the results were LDHA inh 3.0.
For CC1=[N+]([O-])C(C)(C)C(c2ccc(Cl)cc2)=[N+]1[O-] the results were LDHA inh 3.3.
Screening CCCNc1c(NC(=O)NCC(C)C)c(=O)oc2ccccc12 returned LDHA inh 0.4.
Screening C[C@H](c1ccccc1)N1C[C@H](COCc2ccccc2)Oc2cc(N3CCC[C@@H]3CO)ccc2S1(=O)=O returned LDHA inh -6.5.
For N=C(N)c1cc(Cl)cc([N+](=O)[O-])c1 the results were LDHA inh -0.3.
Screening Cc1cccc(NC(=O)COC(=O)c2n[nH]c(=O)c3ccccc23)c1 returned LDHA inh -8.8.
CN(C(=O)CCc1ccco1)C1CCCC1 was read as LDHA inh -2.8.
`CC(C)c1nnc(NC(=O)c2nn(C(C)C)c(=O)c3ccccc23)s1` gave LDHA inh 10.2.
`Cc1cccc(C)c1OCC(=O)Nc1ccc(C(=O)Nc2ccccc2C(=O)O)cc1` gave LDHA inh 4.1.
`N#CCCSc1nnc(-c2c[nH]c3ccccc23)n1C1CC1` gave LDHA inh 6.6.
For N#Cc1nc(Cc2ccccc2)oc1N1CCCCC1 the results were LDHA inh 4.8.
CC(=O)Nc1ccc(/C(C)=N/OCc2cccc3cccnc23)cc1 was read as LDHA inh 0.8.
Screening CC(Sc1nnnn1C)C(=O)c1ccc(F)c(F)c1 (stereo not drawn) returned LDHA inh -3.4.
For COc1cccc2cc(C(=O)Nc3cccc(O)c3)c(=O)oc12 the results were LDHA inh 6.1.
`OC(c1ncc(-c2ccccc2)o1)C(F)(F)F` (stereo not drawn) gave LDHA inh 0.4.
O=C(CSc1nnc(-c2c[nH]c3ccccc23)o1)N1CCNC1=O was read as LDHA inh 4.7.

Filtered by structure, the entries above containing a tert-butyl group.
Screening CC(C)(C)C(=O)NCCCNC(=O)C(C)(C)C returned LDHA inh -4.6.
Screening CC(C)(C)c1ccc(C(=O)Nc2ccc(Cl)cc2F)cc1 returned LDHA inh 9.9.
